Bioassay records as filed in PubChem BioAssay.
TDP1 block – blocks human tyrosyl-DNA phosphodiesterase 1; recombinant TDP1, AlphaScreen DNA substrate cleavage; Potency, µM (series often up to 130 µM), without a hit: at the highest dose activity change, negative = inhibition, hits mostly inhibitors; 0.28% of 350,000 active; AID 485290; note: nearly all actives have a fitted effect of over 40% in size
Target sequence (Q9NUW8 whole entry, looked up): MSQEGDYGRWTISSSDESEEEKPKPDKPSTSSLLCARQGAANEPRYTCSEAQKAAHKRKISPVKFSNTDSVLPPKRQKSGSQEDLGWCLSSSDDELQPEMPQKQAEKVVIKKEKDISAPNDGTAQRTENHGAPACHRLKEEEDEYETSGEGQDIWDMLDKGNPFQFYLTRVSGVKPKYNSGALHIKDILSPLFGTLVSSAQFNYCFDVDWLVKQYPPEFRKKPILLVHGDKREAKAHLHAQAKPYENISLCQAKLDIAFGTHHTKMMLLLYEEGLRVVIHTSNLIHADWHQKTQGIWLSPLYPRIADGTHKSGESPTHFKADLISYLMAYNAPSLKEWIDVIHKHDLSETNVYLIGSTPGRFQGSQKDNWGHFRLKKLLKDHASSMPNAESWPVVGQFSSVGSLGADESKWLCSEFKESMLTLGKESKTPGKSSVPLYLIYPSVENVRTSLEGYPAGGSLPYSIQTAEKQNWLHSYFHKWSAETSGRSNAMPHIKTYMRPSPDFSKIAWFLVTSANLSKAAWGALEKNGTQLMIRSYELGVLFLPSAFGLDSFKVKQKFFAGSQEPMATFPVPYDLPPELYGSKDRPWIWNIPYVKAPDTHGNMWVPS
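E. coli-derived human Tdp1, 1 nM final. Cpd preinc 15 min RT; substrate 15 nM final, 5 min RT; AS bead mix 10 ug/ml final, 10 min RT. Signal loss = tyrosine-FITC cleavage. No-enzyme wells = max signal.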
DT40 TDP1 CPT – growth inhibition of DT40 Tdp1-/-;hTDP1 cells with camptothecin (screen for TDP1 inhibitors) | chicken DT40 Tdp1-/-;hTDP1 cells + 20 nM CPT, ATP luminescence, 48 h | Potency, µM (doses to about 46.2 µM), for inactives: at the highest dose activity change, negative = growth inhibition, most hits filed as inhibitors | 12% of 420,000 active | AID 686979; note: nearly all actives have a fitted effect of over 55% in size
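Chicken DT40 Tdp1-/- cells stably complemented with human TDP1 were seeded at 400 cells/well in medium containing 20 nM camptothecin, exposed to pin-transferred compounds, and grown at 37 °C for at least 48 hr. Viability was read as ATP luminescence.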
DT40 TDP1 no CPT – qHTS for Inhibitors of human tyrosyl-DNA phosphodiesterase 1 (TDP1): qHTS in cells in absence of CPT; 15% of 420,000 active; Potency, µM (highest dose often 46.2 µM), without a hit: at the highest dose activity change, negative = growth inhibition, actives largely listed as inhibitors; DT40 Tdp1-/- hTDP1 cells, no CPT, ATP luminescence, 48 h; note: nearly all actives have a fitted effect of over 55% in size
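Camptothecin absent (DMSO only). Human TDP1-complemented DT40 knockout cells, 400 cells/well, 37 °C for minimum 48 hr; ATP measured via CellTiter-Glo, 30 min dark incubation, luminescence.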
* marks the source's active call; other numbers are inactive results; ? = inconclusive; . = no result given; [ ] = another dose, or the depositor's remark. Calls come from the whole dose curve; as a rule, active = well fitted curve in the direction sought with a large enough effect; inconclusive = small, poorly fitted or top-dose-only effect, or another doubt; inactive = no such curve, though single readings can be large; an effect the other way counts as inactive or inconclusive. % is set by controls: 0 for no effect and ±100 for the full control effect; potency is the fitted concentration of half-maximal effect.

SMILES	TDP1 block	DT40 TDP1 CPT	DT40 TDP1 no CPT
Cc1ccc(N(Cc2cc3cc(C)ccc3[nH]c2=O)S(=O)(=O)c2ccccc2)cc1	3%	23µM*	15µM*
Brc1ccc(N=C/C=C/C=C/Nc2ccc(Br)cc2)cc1	5%	-23%	-12%
COc1ccc2c(c1)N(C)C(=O)CC(c1ccccc1)=N2	7%	?	?
CC(NC(=O)C1CCN(S(=O)(=O)N2CCCCCC2)CC1)c1ccccc1 (stereo not given)	0%	?	-26%
CCCOc1cccc(C2/C(=C(/O)c3ccc4c(c3)CC(C)O4)C(=O)C(=O)N2CCN2CCOCC2)c1 (stereo not given)	7%	1%	6%
CCOc1ccccc1NC(=O)C1CCCN1S(=O)(=O)c1ccccc1C(F)(F)F (stereo not given)	-3%	21µM*	21µM*
CCN1CCCC1CNC(=O)C(=O)NCCc1ccc(OC)c(OC)c1 (stereo not given)	-4%	25%	-4%
Nc1nc(SCc2nc3scc(-c4cccs4)c3c(=O)[nH]2)n[nH]1	4%	?	-30%
COc1ccc(NC(=O)c2cc(-c3ccco3)nc3ccccc23)cn1	14µM*	?	21µM*
CNC(=O)c1ccc(NC(=O)Nc2ccccc2)cc1	.	-1%	?
Nc1nc2nc(-c3cccs3)cc(C(F)(F)F)n2n1	3%	13%	5%
N#Cc1cncc(-c2ccc3c(c2)OCCOCCOCCOCCOCCO3)n1	3%	0%	?
CCN(CC)c1ccc(C(=O)N/N=C(\C)c2cccc(OC)c2)cc1	8%	?	?
Cc1ccc(N(C(=O)CCl)C(C(=O)NC2CCCCC2)c2cccnc2)cc1C (stereo not given)	2%	1.8µM*	1.6µM*
CCOc1ncccc1C(=O)OCC(=O)N1CCN(S(=O)(=O)c2ccc(Cl)cc2)CC1	2%	-1%	-23%
COc1ccc(OC)c(Nc2nc(NCCC(C)C)nc(N)c2[N+](=O)[O-])c1	6%	?	?
O=C(Cn1nc2c(cc1=O)CCCC2)Nc1ccc(F)cc1F	2%	-11%	-10%
COc1ccccc1NC(=O)c1csc2c1CCCC2	-2%	?	-10%
COc1ccccc1NS(=O)(=O)c1ccc2oc(SCC(C)=O)nc2c1	6%	-6%	?
O=C(COC(=O)CNC(=O)c1ccc(Cl)c([N+](=O)[O-])c1)NNC(=O)c1ccccc1F	0%	-5%	12%
C=C1C(O)C[C@H]2C(=C)CCC3[C@H](OC(=O)[C@]3(O)CO)[C@@H]12 (stereo not given in full)	-3%	-2%	22%
N#C/C(=C\Nc1ccc2cn[nH]c2c1)c1nc(-c2ccccc2)cs1	7%	?	16µM*
O=CN1CCN(C(=O)c2ccccc2Cl)CC1	-4%	-5%	-4%
O=C(NCc1cc(C(F)(F)F)cc(C(F)(F)F)c1)C1CC(c2cccc([N+](=O)[O-])c2)=NO1 (stereo not given)	8%	?	?
Cc1nc(SCc2ccc(Cl)c(Cl)c2)n[nH]1	.	3%	?
Continuation.
SMILES	TDP1 block	DT40 TDP1 CPT	DT40 TDP1 no CPT
COC(=O)COc1ccc(=O)n(-c2ccccc2)n1	9%	-1%	-1%
O=C(Cn1c(=O)n(Cc2ccco2)c(=O)c2sc3ccccc3c21)Nc1ccccc1C(F)(F)F	9%	?	?
COc1ccc(O)c(C(=O)c2cnn(S(=O)(=O)c3ccc(C)cc3)c2)c1	8%	-26%	-12%
Cc1ccc(CNC(=O)CN(Cc2cccs2)C(=O)C2(C)CC(=O)N=C3C=CC=CN32)cc1 (stereo not given)	5%	15%	-10%
COc1cc(CNc2ccc(S(N)(=O)=O)cc2)ccc1OCc1ccccc1F	.	18µM*	?
C=CCNc1nc(Nc2ccccc2F)nc(OCC)n1	5%	?	-26%
Clc1cccc(Nc2nc(-c3ccncc3)nc3ccccc23)c1	-1%	-14%	?
COc1ccc(-c2noc3c2-c2nc(-c4c(F)cccc4F)sc2CC3)cc1	.	-17%	-22%
CC(C)=CCC12Oc3cc(O)ccc3C1(O)Oc1cc3c(c(O)c1C2=O)C=CC(C)(C)O3 (stereo not given)	.	26µM*	?
COc1ccc(NC(=O)CCC(=O)c2cc(C)sc2C)cc1	3%[0.505 µM]	-14%	-4%
Cn1nnnc1SCCNCc1cccc2ccccc12	3%	-1%	-5%
CCOC(=O)C1CCCc2c1[nH]c1c(C(=O)O)cccc21 (stereo not given)	6%	-10%	-6%
Nc1ccnn1Cc1ccc(Br)s1	3%	-1%	-10%
Cc1c(Cl)cccc1NC(=O)CCn1nc(C)c2c(C)n(-c3ccccc3)nc2c1=O	0%	-13%	12%
CCN(CC(=O)NCc1cccs1)C(=O)c1cc(S(=O)(=O)N2CCOCC2)ccc1C	0%	-3%	-22%
CCOC(=O)C1CN(S(=O)(=O)c2ccc(C)cc2)CCN1S(=O)(=O)c1ccc(C)cc1 (stereo not given)	7%	?	?
COc1ccc(NC(=O)c2nnn(Cc3nc(-c4cc(OC)c(OC)c(OC)c4)oc3C)c2C)cc1	1%	12%	8%
O=C1COc2ccccc2N1Cc1ccccc1Cl	-4%	0%	-6%
OB(O)c1ccc(B(O)O)cc1	10%	3%	-6%
CCCc1nc2ccccc2c(=O)n1CCc1ccccc1	.	13µM*	9.2µM*
O=C(Cn1ncc2c3ccccc3n(Cc3ccccc3F)c2c1=O)NCCCc1ccccc1	0%	?	18µM*
COc1ccc(C(=O)CCN2CCN(c3ccccc3F)CC2)cc1	5%	4.6µM*	3.7µM*
CC(NC(=O)c1ccccc1NC(=O)CN1CCc2ccccc2C1)c1ccccc1 (stereo not given)	0%	-17%	?
COc1ccc(OC)c(S(=O)(=O)N(C)CC(=O)N2CCOCC2)c1	3%[56.1 µM]	4%	19%
COc1ccc(NS(=O)(=O)c2ccc3oc(=O)c4[nH]c(=O)c(=O)n(C)c4c3c2)cc1	0%	?	?

Some of the entries above, set out differently:
| Structure | TDP1 block | DT40 TDP1 CPT | DT40 TDP1 no CPT |
| --- | --- | --- | --- |
| Cc1c(Cl)cccc1NC(=O)CCn1nc(C)c2c(C)n(-c3ccccc3)nc2c1=O | 0% | -13% | 12% |
| O=C1COc2ccccc2N1Cc1ccccc1Cl | -4% | 0% | -6% |

The listing picks up; the three compounds before the break are reprinted first.
SMILES	TDP1 block	DT40 TDP1 CPT	DT40 TDP1 no CPT
CC(NC(=O)c1ccccc1NC(=O)CN1CCc2ccccc2C1)c1ccccc1 (stereo not given)	0%	-17%	?
COc1ccc(OC)c(S(=O)(=O)N(C)CC(=O)N2CCOCC2)c1	3%[56.1 µM]	4%	19%
COc1ccc(NS(=O)(=O)c2ccc3oc(=O)c4[nH]c(=O)c(=O)n(C)c4c3c2)cc1	0%	?	?
CCCOc1ccc(N2CC(C(=O)Nc3ccccn3)CC2=O)cc1 (stereo not given)	8%	-1%	-2%
COc1cc(S(=O)(=O)Nc2ccc(C)cc2)ccc1NC(=O)c1ccncc1	8%	?	?
CCCCc1c(C)nc2c(-c3ccc(Cl)cc3)c(C)[nH]n2c1=O	5%	4.6µM*	1.6µM*
CCOC(=O)c1nnc(-c2ccccc2)nc1Sc1c(Cl)cccc1Cl	8%	21µM*	16µM*
OCCOCCn1c(C(CO)Nc2nc(-c3ccccc3Br)cs2)nc2ccccc21 (stereo not given)	.	?	-22%
Cc1cc(C)nc(NC(=NCCc2c[nH]c3ccccc23)NC(=O)Nc2ccc(Cl)cc2)n1	3%	23µM*	23µM*
COc1ccc(NS(=O)(=O)c2cc([N+](=O)[O-])ccc2NN=Cc2ccccc2OCC(=O)O)cc1	2%	4%	2%
Cc1cc(C)cc(OCC(=O)Nc2ccc(-n3cnnn3)cc2)c1	-7%	-4%	-18%
C[C@@H]1[C@@H](Sc2ccccc2)CC(=O)O[C@@H]1c1ccc(-c2ccccc2)cc1	4%	8.2µM*	7.3µM*
COc1cccc(-c2n[nH]c3c2CCC3)c1	6%	8%	-10%
CC1CN(C(=S)Nc2cccc(Cl)c2)CC(C)O1 (stereo not given)	-6%	-11%	4%
CC(=O)c1ccc(S(=O)(=O)Nc2ccc(-c3ccc4nncn4n3)cc2)cc1	?	26%	14%
CCN1C(=O)c2cccc3c(S(=O)(=O)Nc4ccccc4O)ccc1c23	.	?	?
CC(C)(C)OC(=O)N1CCC(c2c(C(=O)NCCN3CCC(Cc4ccccc4)CC3)cnn2-c2ccc(F)cc2)CC1	1%	5.2µM*	5.2µM*
COc1ccccc1NC(=O)C1=C(C)Nc2c(C(=O)Nc3cccc(C)c3)cnn2C1c1ccccc1Cl (stereo not given)	5%	?	?
CC(=O)Nc1ccc(SCC(=O)c2cc(C)n(-c3ccccc3F)c2C)cc1	5%	?	?
COc1cc2c(cc1OC)[C@@H](NC(=O)COc1ccccc1)[C@H](OCc1ccccc1)C2	2%[56.1 µM]	-12%	?
Cc1ccc(NC(=O)c2ccc(-c3cc(Cl)ccc3Cl)o2)c(C)c1	.	21µM*	?
Cc1cc(N2CCCC2)nc2ccc(NC(=S)NCCCN3CCC(C)CC3)cc12	3%	?	?
COc1ccc(CNC(=O)[C@@H](NC(=O)C2CCN(S(=O)(=O)c3ccccc3)CC2)C(C)C)cc1	2%	-14%	6%
CN(CC(=O)Nc1cccc(F)c1)C(=O)COc1cccc2c1OC(C)(C)C2	3%	-8%	?
CC1CCCCC1NC(=O)COC(=O)c1ccc(N(C)C)cc1 (stereo not given)	10%	?	13µM*
COc1cc(OC)c(C(=O)Nc2ccncc2)cc1OC	2%	10%	9%
Cc1noc(C)c1C(=O)N1CCC2(CCCN(C(=O)NC(C)C)C2)CC1	.	-6%	6%
CN(C)c1cccc(F)c1C(=O)NC(=O)Nc1ccc(Cl)cc1	.	5.2µM*	6.5µM*

Structural class: the entries above with a thiophene ring, fused or not.
SMILES	TDP1 block	DT40 TDP1 CPT	DT40 TDP1 no CPT
Nc1nc(SCc2nc3scc(-c4cccs4)c3c(=O)[nH]2)n[nH]1	4%	?	-30%
Nc1nc2nc(-c3cccs3)cc(C(F)(F)F)n2n1	3%	13%	5%
COc1ccccc1NC(=O)c1csc2c1CCCC2	-2%	?	-10%
O=C(Cn1c(=O)n(Cc2ccco2)c(=O)c2sc3ccccc3c21)Nc1ccccc1C(F)(F)F	9%	?	?
Cc1ccc(CNC(=O)CN(Cc2cccs2)C(=O)C2(C)CC(=O)N=C3C=CC=CN32)cc1 (stereo not given)	5%	15%	-10%
COc1ccc(NC(=O)CCC(=O)c2cc(C)sc2C)cc1	3%[0.505 µM]	-14%	-4%
Nc1ccnn1Cc1ccc(Br)s1	3%	-1%	-10%
CCN(CC(=O)NCc1cccs1)C(=O)c1cc(S(=O)(=O)N2CCOCC2)ccc1C	0%	-3%	-22%

Next compounds follow.
SMILES	TDP1 block	DT40 TDP1 CPT	DT40 TDP1 no CPT
Cc1nn(C)cc1CN(C)C(=O)C1CCC(=O)N(CCc2cccc(F)c2)C1 (stereo not given)	.	-25%	6%
O=C(N=c1nc2ccccn2s1)c1ccccc1	6%	?	?
CC(C)CCC(C(=O)O)C(C)CC(=O)Nc1ccn(-c2ccccc2)n1 (stereo not given)	-2%	2%	-19%
O=C(NCC(=O)N(c1cccnc1)C(C(=O)NC1CCCC1)c1cccs1)c1cccs1 (stereo not given)	0%	-5%	2%
CCOC(=O)c1ccc(N2C(=O)CC(Sc3nc(O)c(CC)c(=O)[nH]3)C2=O)cc1 (stereo not given)	0%	2%	3%
Cc1ccc(S(=O)(=O)N(C)C)cc1NC(=O)C1CCCN(C(=O)c2ccc(Cl)cc2)C1 (stereo not given)	3%[0.505 µM]	?	?
O=C(CN(C(=O)c1csnn1)c1cccc2c1CCCC2)NCc1ccccc1	-2%	3%	-9%
CCOC(=O)C1=C(C)N(c2nonc2NC(C)=O)C(N)=C(C#N)C1c1ccccc1F (stereo not given)	6%	-21%	-21%
COc1ccc(S(=O)(=O)NCc2cccnc2)c2ccccc12	2%	-2%	-19%
c1ccc(-c2nnc(CN3CCCc4ccccc43)o2)cc1	12%	?	23µM*
N#Cc1nc(Cl)c(Cl)c(NN)c1Cl	3%	-1%	-15%
Oc1ccc(Cl)cc1CNCC1CCCO1 (stereo not given)	-1%	?	?
CCOC(=O)c1cnc(Nc2nc3ccccc3o2)nc1CSC(=S)N1CCCCC1	8%	0.15µM*	0.033µM*
COC(=O)c1ccccc1NC(=S)N1CCOCC1	.	15%	-26%
C/C(=N/NC(=O)c1cc(-c2ccccc2)nc2c(Cl)cccc12)c1cccnc1	4%[56.1 µM]	10%	-28%
Cc1ccc(CNC(=O)c2ccc(NC(=O)N3CCSc4ncccc43)cc2)cc1	-2%	?	?
COCCN(C(=O)COC(=O)CSc1ccccc1)c1c(N)n(Cc2ccccc2)c(=O)[nH]c1=O	2%	?	-7%
O=C(Nc1cccc(-c2cccc(Cl)c2)c1)C1CCN(Cc2ccc(CO)o2)CC1	6%[56.1 µM]	?	?
Cn1nc(-c2ccc(Cl)cc2)cc1NC(=O)Nc1ccccc1	3%	-24%	?
